CCHF vOTU inh: blocks the CCHF virus ovarian tumor domain protease | AID 651958 | CCHFV vOTU protease, Pep-AMC fluorescence | 370,000 compounds, 0.55% hits | inhibition, % at 11.5 µM; in the data active = inhibition above about 30%; also: 0% = vehicle wells with enzyme and 100% = no enzyme wells
TcdB GH inh: inhibitors of Clostridioides difficile toxin B glycohydrolase; 350,000 compounds, 0.24% hits; AID 652162; inhibition, % at 9.99 µM; TcdB glycohydrolase enzymatic assay, plate reader; in the data active = inhibition above about 10%
PrPC surface inh: cell surface PrPC inhibition, primary TR-FRET screen; 370,000 compounds, 0.43% hits; TR-FRET read-out; P04156; inhibition, % at 13.8 µM; in the data active = inhibition above about 24%; also: 0% = median of the test wells and 100% = reference compound wells
* marks the source's active call; other numbers are inactive results; & = joins results of further samples.

SMILES	CCHF vOTU inh	TcdB GH inh	PrPC surface inh
Cc1ccc(N2CCN(C(C(=O)Nc3c(C)cccc3C)c3cccc(F)c3)CC2)cc1 (stereo unspecified)	1	0.6	4
O=C(C(=O)N1CCC(CNS(=O)(=O)c2ccccc2OC(F)(F)F)CC1)c1cccs1	7	1.4	-1
CN1CCN(C(=O)c2cc3c(c(-c4cccc(-c5cc6ccccc6o5)c4)n2)[C@H](CCO)N(S(=O)C(C)(C)C)C3)CC1 (stereo partly specified)	8	1.5	4
COc1ccc(-n2nnnc2C(c2ccccc2)N2CCC(n3c(=O)[nH]c4ccccc43)CC2)cc1 (stereo unspecified)	5	1.5	3
CCN=C1NC(c2cccc(Cl)c2)C(C(=O)OC)=C(C)N1Cc1ccc(C(F)(F)F)cc1 (stereo unspecified)	8	2.3	-16
Cn1c(-c2ccccc2)c(Sc2ccccc2)c2cc(-c3ccc4cc[nH]c4c3)ccc21	-11	0.2	6
O=C(NCc1ccccc1)C(c1ccc(F)cc1)N1CCN(C(=O)C2CCCO2)CC1 (stereo unspecified)	-9	0.3	7
C[C@@H]1COc2cccc(N3CCN(Cc4ccccc4F)CC3)c2S(=O)(=O)N1	13	-0.7	-6
Cc1cc(N2CCNC[C@@H]2C)ccc1N1CC[C@H](O)C1	-2	-19	-4
CN1OC[C@@H]2CN(S(=O)(=O)c3ccccc3)[C@H](c3ccc(N4CCCCC4)cc3)C[C@@H]21	16	-2.2	3
CN(Cc1ccc(Cl)c(Cl)c1)C(c1cc2ccccc2o1)c1nnnn1C(C)(C)C (stereo unspecified)	3	0.8	7
COC[C@@H]1CCCN1[C@H]1CS(=O)(=O)N[C@@H]1COCc1ccccc1	14	0.6	1
N#CCc1ccc(OCCCN2CCC(C(O)(c3ccccc3)c3ccccc3)CC2)cc1	-2&9	-0.4	-11&-29
CCOC1=CC2=C(C(=O)C(Cl)=CC2=O)[C@@H]2CN(S(=O)(=O)c3ccc(C)cc3)[C@@H](c3ccccc3)[C@H]12	14	0.6	-18
CC(C)C[C@H](NC(=O)/C=C/[C@H]1O[C@@H](n2ccc(=O)[nH]c2=O)[C@H](O)[C@@H]1O)C(=O)O	10	1.3	1
CC(C)n1nnnc1C1c2ccccc2C(=O)N1Cc1ccco1 (stereo unspecified)	4	-4.4	2
COCCN1C(=O)CSCC1(C)C(=O)NCc1ccccc1 (stereo unspecified)	8	-0.5	5
CCCCC[C@@H]1CCCCC[C@H](O)C[C@@H](O)[C@@H](O)/C=C/C(=O)O1	5	1.4	-8
COC(=O)[C@]12C[C@H](CC(=O)NCCC(C)C)C(=O)N(CCC3=CCCCC3)C1=C[C@H](C(C)(C)C)O[C@@H]2C	30*	-7.6	12
O=C(C(=O)N1CCN(S(=O)(=O)c2ccc(F)cc2)CC1)c1cccc(C(F)(F)F)c1	1	0.9	4
Cn1nc(C(C)(C)C)cc1N1C(=O)CCC1(C)C(=O)NCc1ccccc1 (stereo unspecified)	9	1.0	-1
COc1cccc(S(=O)(=O)Nc2ccc3c(c2)C(=O)N(C)C[C@H](OC)[C@H](C)CN(Cc2ccccc2F)[C@@H](C)CO3)c1	19	-8.9&1.0	-4
Fc1cccc(Cc2c(-c3cccc(Cl)c3)nc3c(Cl)cc(C(F)(F)F)cn23)c1	3	0.6	-4
O=C(C(=O)N1CCC(Cc2ccccc2)CC1)c1cccs1	16	0.6	2
COc1ccc(NC(=O)C2c3ccccc3OCC(=O)N2CCc2ccccc2)cc1 (stereo unspecified)	-2	0.8	1

Next part, starting with the last four of the part before.
SMILES	CCHF vOTU inh	TcdB GH inh	PrPC surface inh
COc1cccc(S(=O)(=O)Nc2ccc3c(c2)C(=O)N(C)C[C@H](OC)[C@H](C)CN(Cc2ccccc2F)[C@@H](C)CO3)c1	19	-8.9&1.0	-4
Fc1cccc(Cc2c(-c3cccc(Cl)c3)nc3c(Cl)cc(C(F)(F)F)cn23)c1	3	0.6	-4
O=C(C(=O)N1CCC(Cc2ccccc2)CC1)c1cccs1	16	0.6	2
COc1ccc(NC(=O)C2c3ccccc3OCC(=O)N2CCc2ccccc2)cc1 (stereo unspecified)	-2	0.8	1
CCOC(=O)C1=Nc2cccc3c(O)ccc1c23	-10	0.4	-31
COc1ccccc1C(C(=O)c1ccccc1)c1ccc(O)cc1 (stereo unspecified)	17	-0.3	0
O=C1NC[C@@H](CCCCN2C[C@H](Cc3ccccc3)N(Cc3ccccc3)C(=O)C2=O)N(CCc2ccccc2)C1=O	6	0.5	-1
CCCCn1nnnc1C(c1ccccc1)N1CCN(c2ccc(C)cc2)CC1 (stereo unspecified)	1	0.0	13
CCOC(=O)[C@]12CCCC=C1N(Cc1ccco1)C(=O)[C@H](CC(=O)N1CCN(C(=O)c3ccco3)CC1)C2	15	-0.6	-8
CCCCOCCCNC(=O)C[C@@H]1C[C@@]2(C(=O)OC)CC(C)(C)CC=C2N(Cc2ccccc2)C1=O	13	3.5	6
CCCN(C)C1CN(Cc2cn(Cc3ccccc3)nn2)S(=O)(=O)C1 (stereo unspecified)	4	-11	4
CC(C)C1C(=O)N(Cc2cn(CCC3OCCO3)nn2)CCS(=O)(=O)N1Cc1ccc(-c2ccccc2C(F)(F)F)cc1 (stereo unspecified)	6	0.3	-2
COCC#Cc1ccc(CC[C@H]2O[C@H]3CC[C@@H](CO)O[C@H]3C[C@H]2n2cc(C3CC3)nn2)cc1	8	1.6	6
C#CCNC(=O)C[C@@H]1C[C@@]2(C(=O)OC)CCCCC=C2N(Cc2ccccc2)C1=O	2	0.6	-4
CCNC(=O)c1cc2c(c(-c3cccc(-c4cccnc4)c3)n1)[C@H](CCO)N(S(C)(=O)=O)C2	-3	0.7&0.1	3
C[C@H](CO)N1C[C@H](C)[C@@H](CN(C)C(=O)Nc2cccc(Oc3ccccn3)c2)OCc2cn(nn2)CCCC1=O	-3	0.0&-2.6	-4
CCC(CC)C(C(=O)NC1CCCC1)N1CCN(c2cc(C)nc3ccccc23)CC1 (stereo unspecified)	11	1.1	-10
COc1ccc(NC(=O)OC[C@@H]2CSCCS(=O)(=O)N2)cc1	-4	1.1	-6
CCCCCCC12Cc3cc(OC)c(OC)cc3C(O1)c1c(cc(C)oc1=O)O2 (stereo unspecified)	0	-0.3	-5
Cc1cc(C)n2c(Nc3c(C)cccc3C)c(CC(C)C)nc2n1	9	-1.7	-2
CC1(c2nnnn2Cc2ccccc2)CCC(=O)N1CC(F)(F)F (stereo unspecified)	2	0.4	-2
CCn1ncc2c(=O)c(C(=O)c3ccccc3)c[nH]c21	9	0.3	3
Cc1cccc(NC(=O)c2nc[nH]c2C(=O)N(C)CCO)c1	-6	1.4	-1
CN(c1cccnc1)c1ccc(NC(=O)Cc2c[nH]c3ccccc23)cc1Br	25	-1.1	-10
O=C(NCc1ccccc1Cl)[C@H]1CCCN1C(=O)[C@H]1CCCN1C(=O)c1cccs1	-3	1.6	-5
COc1ccc(C2C=CC(=O)CC2)c(OC)c1 (stereo unspecified)	-2	1.6	-3
COC(=O)[C@@]12C[C@@H](CC(=O)NCc3cccs3)C(=O)N(CCc3ccc(OC)c(OC)c3)C1=CCC(C)(C)C2	8	1.6	4
CC(C(=O)NC1CCCC1)n1c(-c2ccncc2)nc2ccccc21 (stereo unspecified)	2	-0.3	8
COC(=O)C1=C(C)N(Cc2cccc(C(F)(F)F)c2)C(=NCc2ccc(C(F)(F)F)cc2)NC1c1cccc(F)c1 (stereo unspecified)	38*	0.0	4
More results follow:
SMILES	CCHF vOTU inh	TcdB GH inh	PrPC surface inh
CCOC(=O)C1=CCC(c2ccccc2)N(S(=O)(=O)c2ccccc2)C1 (stereo unspecified)	7	-2.0	10
C[C@@H](NC(=O)[C@H]1O[C@@H](n2cnc3c(N)ncnc32)[C@H](O)[C@@H]1O)c1cccc2ccccc12	16	0.8	3
Cc1ccc(CN2CCC=CS2(=O)=O)cc1	-1	0.3	-2
CC(C)C(C(=O)NCc1ccccc1)N1CCN(C(=O)C2CCCO2)CC1 (stereo unspecified)	-1	2.1	10
O=C(N[C@H](C(=O)N1CCC[C@H]1C(=O)NCc1ccccc1)C1CCCCC1)c1ccccc1	-5	1.3	-1
Cc1cccc(C)c1NC(=O)C1(C)CN(S(C)(=O)=O)CC(=O)N1Cc1ccco1 (stereo unspecified)	-10	1.2	1
O=C(N[C@H]1CC[C@H](CC(=O)N2CCCCC2)O[C@@H]1CO)c1cccc(F)c1	4	-0.7&0.9	6
CN1c2ccc(-c3cccc(F)c3)cc2[C@H]2[C@H](CCN2S(=O)(=O)c2cccc(F)c2)[C@H]1CO	6	-1.3	-6
CCC(C(=O)NCc1ccccc1)n1c(CSCCOc2ccccc2)nc2ccccc21 (stereo unspecified)	3	0.4	17
CCCCn1nnnc1C(c1ccccc1)N1CCCN(Cc2ccc(F)cc2)CC1 (stereo unspecified)	8	1.3	-8
CC(C)(C)c1ccc(C#C[C@@H]2C=C[C@@H](O)[C@@H](COC(=O)NCc3ccccc3)O2)cc1	17	2.0	10
CN(Cc1ccc(Cl)cc1)C(c1cc2ccccc2o1)c1nnnn1C(C)(C)C (stereo unspecified)	9	2.2	3
CC1=C(C(=O)N(C(C)C)C(C)C)CC(CC(=O)NCCCN(C)C)C(=O)N1CCCN1CCCC1=O (stereo unspecified)	-6	1.0	4
C[C@@H]1CN(c2ccc(N3CCNC[C@H]3C)cc2C#N)C[C@H](C)O1	23	0.6	-7
O=C(CC[C@H]1O[C@@H](n2cnc3c(NC(=O)c4ccccc4)ncnc32)[C@H](O)[C@@H]1O)N[C@@H](CO)Cc1c[nH]c2ccccc12	-3	1.1	3
Nc1nc2c(ncn2[C@@H]2O[C@H](CNCc3ccccc3)[C@@H](O)[C@H]2O)c(=O)[nH]1	3	-12	12
Nc1[nH]c(C(=O)c2ccccc2)c(-c2ccc(Cl)cc2)c1C(=O)NCCc1c[nH]c2ccccc12	4	1.0	-6
CCOc1ccc(CCN2C(=O)C(=O)N([C@@H](CC(C)C)CN3CCC[C@H]3CN3C(=O)C(=O)NC[C@@H]3Cc3ccc(O)cc3)C[C@@H]2CC(C)C)cc1	14	0.3	-4
CCOC(=O)[C@]12CCC=C1N(CCC1=CCCCC1)C(=O)[C@H](CC(=O)NCCC(C)C)C2	15	0.0	-4
O=c1[nH][nH]c2c1[C@H](c1ccc(F)cc1)O[C@H](CCc1ccccc1)C2	10	-0.3	-6
O=C1NC[C@H](Cc2ccc(O)cc2)N(C[C@@H]2CCCN2C[C@H](Cc2ccccc2)N2C[C@H](Cc3ccccc3)N(CCc3ccccc3)C(=O)C2=O)C1=O	9	0.5	-2
Cc1cccc(C)c1NC(=O)C(C1CC1)n1c(-c2ccc(C(F)(F)F)cc2)nc2ccccc21 (stereo unspecified)	28	-0.2	11
CCCC[C@@H]1Cc2[nH][nH]c(=O)c2[C@H](c2ccc(C(C)C)cc2)O1	10	0.6	-1
CCCCOc1ccc(C(=O)NC2CCCCN(CCC)C2=O)cc1 (stereo unspecified)	-8	0.6	3
O=C(C(=O)N1CCC(CNC(=O)C2COc3ccccc3O2)CC1)c1cccs1 (stereo unspecified)	-2	-0.1	-2
Additional records
SMILES	CCHF vOTU inh	TcdB GH inh	PrPC surface inh
C#CCN([C@@H](C)C(=O)OCC)S(=O)(=O)c1ccc(Br)cc1F	19	1.4	4
CCOC(=O)[C@]12CCC=C1N(Cc1ccco1)C(=O)[C@H](CC(=O)NCC1CCCCC1)C2	3	0.2	0
O=C1O[C@@H](c2ccccc2)C[C@@H](O)C(=O)CCc2ccccc21	-3	0.5	-4
CN(C(=O)[C@@H](Cc1ccccc1)NC(=O)[C@H]1O[C@@H](n2ccc(=O)[nH]c2=O)[C@H](O)[C@@H]1O)C1CCCCC1	9	0.9	-4
O=C(Nc1ccc(F)cc1)C(c1ccncc1)N1CCN(CC(=O)N2CCCC2)CC1 (stereo unspecified)	13	1.2	-5
COc1cccc(C(c2nnnn2-c2c(C)cccc2C)N2CCN(C/C=C/c3ccccc3)CC2)c1OC (stereo unspecified)	2	-4.3	3
Cc1cccc(C)c1-n1nnnc1C(c1ccnc2ccccc12)N(Cc1ccccc1)Cc1ccccc1 (stereo unspecified)	17	-0.3	6
CCCCCCn1cc(CN2CC(N3CCN(Cc4ccccc4F)CC3)CS2(=O)=O)nn1 (stereo unspecified)	8	0.6	5
Fc1ccc2nc(-c3ccc(CN4CCC5(CC4)CNc4ccccc45)cc3)c(-c3ccccc3)nc2c1	11	-0.5	-1
COC(=O)C1=C(C)N(Cc2ccccc2C(F)(F)F)C(=NCc2ccc(OC)cc2)NC1c1ccc(Cl)cc1 (stereo unspecified)	4	2.0	-8
CCC(c1nc2ccccc2[nH]1)n1c(=O)c(-c2cccnc2)nc2ccccc21 (stereo unspecified)	2	-0.2	-6
N#Cc1ccc(-c2nc3ccc(Br)cn3c2Cc2cccc(Cl)c2)cc1	6	-0.1	23

4 entries from above, field by field:
> COc1cccc(C(c2nnnn2-c2c(C)cccc2C)N2CCN(C/C=C/c3ccccc3)CC2)c1OC (stereo unspecified)
  CCHF vOTU inh: 2 | TcdB GH inh: -4.3 | PrPC surface inh: 3

> Cc1cccc(C)c1-n1nnnc1C(c1ccnc2ccccc12)N(Cc1ccccc1)Cc1ccccc1 (stereo unspecified)
  CCHF vOTU inh: 17 | TcdB GH inh: -0.3 | PrPC surface inh: 6

> CCCCCCn1cc(CN2CC(N3CCN(Cc4ccccc4F)CC3)CS2(=O)=O)nn1 (stereo unspecified)
  CCHF vOTU inh: 8 | TcdB GH inh: 0.6 | PrPC surface inh: 5

> Fc1ccc2nc(-c3ccc(CN4CCC5(CC4)CNc4ccccc45)cc3)c(-c3ccccc3)nc2c1
  CCHF vOTU inh: 11 | TcdB GH inh: -0.5 | PrPC surface inh: -1

Screening results deposited in PubChem by several laboratories.

Not all compounds are listed, so the mix of outcomes need not match the whole.
